# KKLEB cytotox = counter-screen for CF NF-kB inhibitors: cytotoxicity | AID 602141 | 360,000 compounds, 0.36% hits | KKLEB CF airway cells viability, ATPlite luminescence, overnight; hits give low values; cells stimulated with P. aeruginosa culture filtrate | activity change (cytotoxicity), % at 5 µM;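 active = corrected activity change at or below -50% at 5 µM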
# PDI inh = inhibitors of human protein disulfide isomerase; P07237; PDI insulin aggregation turbidity, A650, 90 min; inhibition, % at 10 µM; 350,000 compounds, 0.052% hits; AID 588391;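 active = mean inhibition across replicates of 30% or more, whatever share of single replicates reach that level; inconclusive = mean inhibition below 30% while every single replicate reaches 30%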;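 note: absorbance from insulin aggregation driven by PDI reduction with DTT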
# Target sequence (P07237 whole entry, looked up): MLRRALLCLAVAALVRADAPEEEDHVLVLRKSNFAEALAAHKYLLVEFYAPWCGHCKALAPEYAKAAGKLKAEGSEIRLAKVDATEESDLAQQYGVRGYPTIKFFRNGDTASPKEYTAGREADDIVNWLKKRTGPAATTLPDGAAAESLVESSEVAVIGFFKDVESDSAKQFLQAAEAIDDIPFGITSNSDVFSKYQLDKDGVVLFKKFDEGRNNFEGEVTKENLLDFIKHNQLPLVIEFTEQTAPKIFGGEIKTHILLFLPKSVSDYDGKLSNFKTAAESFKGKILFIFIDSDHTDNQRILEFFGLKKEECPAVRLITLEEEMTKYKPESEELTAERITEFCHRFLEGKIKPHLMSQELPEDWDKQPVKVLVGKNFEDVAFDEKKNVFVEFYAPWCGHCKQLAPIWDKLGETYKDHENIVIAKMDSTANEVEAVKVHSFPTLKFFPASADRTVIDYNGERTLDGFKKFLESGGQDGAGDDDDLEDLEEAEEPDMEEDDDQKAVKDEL
# Shn3 inh set2 = inhibitors of Schnurri-3 3'UTR reporter in osteoblasts. Clone20 osteoblast Shn3 3'UTR firefly luciferase, 24 h. inhibition, % at 12.5 µM. 360,000 compounds, 0.52% hits. AID 588674;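 active = mean inhibition of at least 75% with every replicate also reaching 75%; inconclusive = mean inhibition at least 75% but some replicate below; inactive = mean inhibition below 75%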;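 note: 0% = median of neutral control wells and 100% = pilot-screen positive control compound; some compounds past the cut are filed as inactive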
# NR2E3 ag-1 = NR2E3 (human) agonism | AID 2300 | Q9Y5X4 | GST-NR2E3/biotin-RetCOR TR-FRET, 1536-well | inhibition of corepressor binding, % at 4.78 µM | 320,000 compounds, 0.12% hits;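 active = percent inhibition above the cutoff of mean plus 3 SD of all tested compounds, set per screening campaign, cut at about 20% in these data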;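 note: 0% = DMSO wells and 100% = biotin wells as full block of FRET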
# Target sequence (Q9Y5X4 whole entry, looked up): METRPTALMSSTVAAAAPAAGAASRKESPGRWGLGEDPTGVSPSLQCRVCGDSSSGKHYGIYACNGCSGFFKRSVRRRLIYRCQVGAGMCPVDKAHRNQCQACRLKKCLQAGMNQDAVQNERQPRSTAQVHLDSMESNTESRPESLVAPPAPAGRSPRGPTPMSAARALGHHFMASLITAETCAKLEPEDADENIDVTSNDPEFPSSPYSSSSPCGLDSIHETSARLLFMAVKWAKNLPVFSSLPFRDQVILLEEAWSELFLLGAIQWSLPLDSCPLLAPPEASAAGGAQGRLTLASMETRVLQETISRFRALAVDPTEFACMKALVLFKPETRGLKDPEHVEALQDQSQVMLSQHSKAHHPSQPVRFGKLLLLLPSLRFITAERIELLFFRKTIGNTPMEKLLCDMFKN
#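 Material: NR2E3–RetCOR corepressor complex / Incubation: Compound–protein incubation for 5 h at 4 °C / Dosing: compound at 4.8 µM, single dose / Detection: time-resolved FRET / Benchmarks: high control biotin, low control 0.6% DMSO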
# CF NFkB block = inhibitors of cystic fibrosis induced NF-kB; KKLEB NF-kB-GFP reporter, PAF-induced, GFP fluorescence overnight; inhibition, % at 5 µM; 360,000 compounds, 0.86% hits;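 active = at least 50% inhibition at 5 µM, scaled per plate between neutral and stimulator controls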;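 note: PAF is a Pseudomonas aeruginosa culture filtrate used as stimulus; plate controls were PAF-stimulated DMSO wells for no effect and unstimulated DMSO wells for full effect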
# HIF-2a inh = HIF-2a inhibition | 786-0 RCC cells HIF-2a reporter, luciferase luminescence, overnight | inhibition, % at 18.8 µM | 360,000 compounds, 0.72% hits | AID 624352;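 active = inhibition of the luminescence signal of 40% or more relative to plate controls, in a single-dose primary screen at 18.75 µM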
# TRPM1 prom inh = MITF TRPM1 promoter inhibition in SK-MEL-5 cells; SK-MEL-5 TRPM1 promoter luciferase, 24 h; inhibition, % at 12.5 µM; AID 488899; 330,000 compounds, 0.83% hits;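 active = mean inhibition across replicates of 60% or more, whatever share of single replicates reaches that level; inconclusive = some that reach 60%, reason not given; inactive = mean inhibition across replicates below 60%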; note: values of inactives mirror those of a sister screen read the other way
# Vif inh = HIV Vif inhibition | HEK293T cells, Vif self-association by quenched fluorescence, imaging, 24 h | inhibition, % at 7.49 µM | 340,000 compounds, 0.35% hits; in the data active = inhibition above about 50%, passing the limit was not always enough; inconclusive = no clear call, values can overlap the other calls; inactive = below about 31%; note: some results filed as inactive read as strong as hits
# Peg3 promoter = reduces Peg3 promoter-driven luciferase expression in HeLa; 360,000 compounds, 1.7% hits; inhibition, % at 20 µM; AID 588405; HeLa PEG-Prom luciferase reporter, luminescence, overnight;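 active = inhibition of at least 50% at 20 µM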
# CaV13 ICDI inh = Primary screen for inhibitors of IQ motif and Ca2+-dependent inactivation inhibitor domain binding in CACNA1D, Förster resonance energy transfer in living cells, …; HEK cells, CFP/YFP FRET ICDI-IQ, plate reader, 10 min; percent FRET-ratio fall versus neutral wells; inhibition, % at 12.3 µM; 340,000 compounds, 0.098% hits; AID 743397;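 active = mean replicate inhibition of at least 30% and at least 1% of replicates passing that level; inconclusive = only one of the two criteria is met; inactive = neither criterion is met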;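 note: 0% = median of the neutral control wells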
# NR2E3 ag-2 = human photoreceptor-specific nuclear receptor agonism. Q9Y5X4. CHO-S Gal4-NCOR/VP16-NR2E3 two-hybrid, luciferase. inhibition of corepressor binding, % at 3.98 µM. 360,000 compounds, 0.35% hits. AID 602229;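 active = inhibition above the mean of all tested compounds plus 3 SD, cut at about 70% in these data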;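 note: 0% = DMSO with NR2E3 transfected cells and 100% = cells lacking NR2E3 construct; higher means lower luciferase signal from less NR2E3 corepressor binding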
# Numbers without * were called inactive; ? = inconclusive; . = no result given.
# Preview:
entry	SMILES	NR2E3 ag-1	TRPM1 prom inh	CaV13 ICDI inh	PDI inh	KKLEB cytotox	CF NFkB block	Peg3 promoter	HIF-2a inh	NR2E3 ag-2	Shn3 inh set2	Vif inh
1	CCC(CC)C(=O)Nc1cccc(C(=O)Nc2ccc(S(N)(=O)=O)cc2)c1	6	-1	7	20	16	-18	-8	22	-2	20	8
2	O=C(Nc1cccc(S(=O)(=O)Nc2ccc(Cl)cc2)c1)c1cc2c(s1)CCCC2	1	5	-6	-7	-6	-2	-13	-58	15	29	-16
3	COc1ccc(/C=N/N2CCN(Cc3ccc(C)cc3)CC2)cc1Br	0	-2	-20	5	6	-4	13	0	1	-2	-1
4	COc1cccc(C2CC(c3ccccc3)=NN2S(=O)(=O)c2ccc(C)cc2)c1OC (stereo unspecified)	1	-6	-4	5	-4	4	8	-39	-20	25	-13

# Main list, repeating the preview:
entry	SMILES	NR2E3 ag-1	TRPM1 prom inh	CaV13 ICDI inh	PDI inh	KKLEB cytotox	CF NFkB block	Peg3 promoter	HIF-2a inh	NR2E3 ag-2	Shn3 inh set2	Vif inh
1	CCC(CC)C(=O)Nc1cccc(C(=O)Nc2ccc(S(N)(=O)=O)cc2)c1	6	-1	7	20	16	-18	-8	22	-2	20	8
2	O=C(Nc1cccc(S(=O)(=O)Nc2ccc(Cl)cc2)c1)c1cc2c(s1)CCCC2	1	5	-6	-7	-6	-2	-13	-58	15	29	-16
3	COc1ccc(/C=N/N2CCN(Cc3ccc(C)cc3)CC2)cc1Br	0	-2	-20	5	6	-4	13	0	1	-2	-1
4	COc1cccc(C2CC(c3ccccc3)=NN2S(=O)(=O)c2ccc(C)cc2)c1OC (stereo unspecified)	1	-6	-4	5	-4	4	8	-39	-20	25	-13
5	O=C(NCCCN1CCC(Cc2ccccc2)CC1)c1ccc(CS(=O)c2ccccc2Cl)o1 (stereo unspecified)	.	.	-5	1	13	-26	5	-5	20	2	?
6	CC1(C)CC(=O)C(N=Nc2cccc([N+](=O)[O-])c2)=C(O)C1	-1	-9	4	9	-8	-5	-168	-42	2	3	5
7	COC(=O)c1nn(-c2ccc(OC)cc2)c(=O)cc1O	3	-7	-4	1	11	-5	0	9	-1	-2	15
8	O=c1cc(O)nc(SCc2ccccc2)n1-c1ccc(F)cc1	-2	15	-5	2	-2	11	7	10	7	7	-7
9	CCC1CCCCN1C(=O)N[C@@H](CCSC)C(=O)OC (stereo partly specified)	2	-3	.	-3	2	-1	-1	-1	4	-8	16
10	O=C(NNC(=O)c1ccccc1Cl)c1csc(N2CCOCC2)n1	4	8	-6	5	1	8	-13	-20	-17	-13	7
11	O=C(NCc1ccc(N2CCCC2=O)cc1)C1CCC(=O)N(Cc2ccccc2F)C1 (stereo unspecified)	3	3	-7	2	15	-15	5	9	-3	-10	6
12	Cc1ccc(S(=O)(=O)N2CCOCC2)cc1C(=O)OCCOc1cccc(Cl)c1	3	8	-4	10	4	12	7	9	-16	-5	-15
13	COC(=O)c1c(NC(=O)CSc2ncnc3c2cnn3-c2ccccc2Cl)sc2c1CCCC2	-6	-1	-4	4	0	9	19	8	-1	14	11
14	COC(=O)c1c(NC(=O)/C=C/C(=O)O)sc(C)c1-c1ccc(C)c(C)c1	3	9	-5	4	-18	19	-3	2	-3	-7	-1
15	CC(NS(=O)(=O)c1ccc(Br)cc1)C(=O)Nc1nc2ccccc2[nH]1 (stereo unspecified)	-1	30	-2	-7	4	-21	18	4	11	1	13
16	COC(=O)c1cn(NC(=O)c2cc(OC)c(OC)c(OC)c2)c(=O)c2ccccc12	3	19	-5	-4	4	2	9	13	34	1	2
17	Cc1cccc(N(CC(=O)NCc2ccccc2)C(=O)Cn2nnc(-c3ccc(C)o3)n2)c1	2	-7	-5	-2	-6	5	0	-2	-6	21	-5
18	CCOC(=O)C1CN(S(=O)(=O)c2ccccc2)c2cc(S(=O)(=O)CC)ccc2O1 (stereo unspecified)	-3	0	-4	-5	3	-1	13	11	-12	-15	-5
19	Cc1csc(CNC(=O)CC2C(=O)NCCN2Cc2ccc(F)cc2Cl)n1 (stereo unspecified)	-2	-6	-4	1	2	5	12	-2	-19	5	10
20	CN(Cc1ccccc1)CC(O)CN(C)Cc1ccccc1	.	-13	-6	7	-2	13	-17	-7	-22	18	-15
21	COc1ccc(C2(O)CCN(C(=O)NC3CCCCC3)CC2)cc1	2	-12	.	7	-2	-4	-2	-19	-9	-4	-3
22	CCN1C(=O)CSc2ccc(C(=O)NCCCN3CCOCC3)cc21	-1	-2	-6	-3	-3	12	-1	6	-28	-5	.
23	O=C(Cc1ccc(Br)cc1)Nc1cccc(-c2cn3c(n2)SCC3)c1	4	0	-2	0	-11	-5	-16	-47	-39	-3	-14
24	CC(C)Oc1ccc(C(=O)NC(=S)Nc2ccc(CN3CCOCC3)cc2)cc1	2	-2	2	-23	-4	1	-13	-9	-2	14	1

# Profiles as entered above. Order of screens: NR2E3 ag-1, TRPM1 prom inh, CaV13 ICDI inh, PDI inh, KKLEB cytotox, CF NFkB block, Peg3 promoter, HIF-2a inh, NR2E3 ag-2, Shn3 inh set2, Vif inh
# Results for Cc1cccc(N(CC(=O)NCc2ccccc2)C(=O)Cn2nnc(-c3ccc(C)o3)n2)c1 = 2, -7, -5, -2, -6, 5, 0, -2, -6, 21, -5
# Results for CC(NS(=O)(=O)c1ccc(Br)cc1)C(=O)Nc1nc2ccccc2[nH]1 (stereo unspecified) = -1, 30, -2, -7, 4, -21, 18, 4, 11, 1, 13
# Results for COC(=O)c1cn(NC(=O)c2cc(OC)c(OC)c(OC)c2)c(=O)c2ccccc12 = 3, 19, -5, -4, 4, 2, 9, 13, 34, 1, 2
# Results for O=C(Cc1ccc(Br)cc1)Nc1cccc(-c2cn3c(n2)SCC3)c1 = 4, 0, -2, 0, -11, -5, -16, -47, -39, -3, -14
# Results for CC(C)Oc1ccc(C(=O)NC(=S)Nc2ccc(CN3CCOCC3)cc2)cc1 = 2, -2, 2, -23, -4, 1, -13, -9, -2, 14, 1

# Further compounds
entry	SMILES	NR2E3 ag-1	TRPM1 prom inh	CaV13 ICDI inh	PDI inh	KKLEB cytotox	CF NFkB block	Peg3 promoter	HIF-2a inh	NR2E3 ag-2	Shn3 inh set2	Vif inh
25	CC(C)(C)NC(=O)CSc1nc2cccnc2n1C1CCCCC1	1	0	-5	3	4	4	18	20	-7	6	-1
26	Cc1cccc(NC(=O)CN(C)C(=O)Cc2ccc(-c3ccccc3)cc2)c1C	.	.	-9	-1	-1	-4	7	-2	-18	17	-4
27	O=C(NCCCN1CCOCC1)C1CC(=O)N(c2ccccc2)C1 (stereo unspecified)	0	-8	-7	0	8	-1	16	13	-15	-7	10
28	COc1ccc(OC)c(CNC(=O)CCn2nc(C)c3c(C)n(-c4ccccc4)nc3c2=O)c1	-2	2	-4	13	12	-20	11	11	-10	-11	-6
29	COc1ccc(C(=O)Nc2ccccc2C(=O)N2CCCCCC2)cc1OC	0	-2	-3	1	6	-27	3	17	-22	10	.
30	CS(=O)(=O)NN1C(=O)c2ccccc2NC1c1cccs1 (stereo unspecified)	2	1	-2	-2	1	13	19	6	-10	-13	11
31	Cc1cc(N2CCN(C)CC2)nc2ccc(NC(=O)CCC(=O)NCc3ccco3)cc12	-2	-10	-5	-4	11	-6	-1	-17	-20	-8	3
32	Cc1ccc(-c2noc(CCCC(=O)Nc3cccnc3)n2)cc1	3	34	-5	-5	-8	9	-25	-13	8	32	-13
33	OCc1cccc(-c2cnc3c(Nc4cccc(OC(F)(F)C(F)F)c4)nccn23)c1	.	.	-7	12	-13	7	-210	-247	-39	14	-11
34	Brc1c(CSc2nncc3ccccc23)nc2ccccn12	2	-12	4	-3	-4	6	-18	-48	8	-20	-1
35	CCOC(=O)N1CCN(c2c(NCc3ccc(F)cc3)c(=O)c2=O)CC1	1	25	-4	8	-4	1	35	18	-28	5	1
36	C/C(=N\NC(=O)CCC(=O)NCc1ccccc1)c1ccco1	.	1	-3	-1	16	-6	16	14	-20	-14	0
37	COc1ccccc1CP(=O)(c1ccccc1)c1ccccc1	3	0	-5	16	12	-12	4	17	13	-2	-1
38	O=C(NC(=S)Nc1ccc(Oc2ccccc2)cc1)c1ccc(Cl)cc1	4	-7	-5	-7	-2	10	-7	-60	-13	-29	4
39	CCc1nc2ccc(C(=O)NC3CCN(Cc4ccccc4)CC3)cn2c1N(C)Cc1cccs1	.	.	-6	0	-11	13	26	10	13	16	3
40	Cc1cccc(-c2nc(CS(=O)CC(=O)NCCCSC3CCCCC3)c(C)o2)c1 (stereo unspecified)	-1	-2	-5	5	8	-6	24	20	-11	22	-5
41	CCN(CC)C(=S)SCC(=O)c1c(C)[nH]c2ccccc12	0	1	-5	-11	0	-9	-71	-60	-7	-15	2
42	COc1ccc(N2CCN(C(=O)CNC(=O)Cn3c(C)cc4ccccc4c3=O)CC2)cc1	1	11	-4	-1	0	-13	1	10	10	0	-7
43	O=C(Nc1nnc(C2CC2)s1)c1cccc(S(=O)(=O)N2CC(c3ccccc3)CC2=O)c1 (stereo unspecified)	1	12	-6	0	-2	5	-13	4	-22	-7	9
44	COc1ccc(CCNC(=O)C2CC(=O)N(c3ccccc3)C2)cc1OC (stereo unspecified)	-5	-8	-5	2	7	-4	12	8	-9	-2	9
45	Cc1cc(C)c(S(C)(=O)=O)c(Oc2cccc(Cl)c2)n1	0	-10	-8	-5	4	-11	22	19	-40	45	10
46	CCNC(=S)NNC(=O)c1cc(-c2cccc(OCC)c2)nc2ccccc12	1	-21	-4	5	-12	2	-119	-201	-47	-57	.
47	COC(=O)c1cn[nH]c1NC(=S)Nc1ccc(C)cc1Cl	1	-58	-5	11	7	20	-328	-254	-67	-32	-2
48	Cc1ccc(NC(=O)Cn2c(=S)[nH]c3ccccc32)cc1	-1	-8	-7	-5	3	0	-49	-82	-22	2	0
49	Nn1c(SCC(=O)NC2CCCc3ccccc32)nnc1-c1cccs1 (stereo unspecified)	-4	6	-5	-1	0	-1	-23	5	-36	-2	3
50	CC1Cc2ccccc2N1C(=O)COC(=O)c1ccc(S(=O)(=O)N(C)C)cc1 (stereo unspecified)	2	-1	.	9	0	4	7	7	-9	-1	2
51	O=C(NCCOC(=O)c1ccc(F)cc1)c1ccc(F)cc1	-1	.	-5	9	4	-2	4	4	-26	-6	-12

# Source: PubChem BioAssay
